POLH inh: blocks human DNA polymerase eta activity. recombinant Pol eta, fluorescent DNA replication assay. AID 588591. hit rate 1.2% among 390,000. Potency, µM (highest dose often 114 µM), for inactives: top-dose activity change, negative = inhibition, hits mostly inhibitors; note: % is set by controls: 0 for no effect and ±100 for the full control effect
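Fluorescent replication assay: 50 nM final substrate added after a 15 min room-temperature compound preincubation with 10 nM enzyme. Signal taken at 0 min and again at 10 min.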
POLI inh: blocks human DNA polymerase iota activity. hit rate 1% among 390,000. Potency, µM (top dose mostly 115 µM), inactives show top-dose activity, negative = inhibition, actives largely listed as inhibitors. Pol iota fluorescent replication assay, 10 min. AID 588590
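Pol iota at 10 nM preincubated 15 min with compounds at room temperature; reaction started with fluorescent substrate, 50 nM final. Fluorescence read kinetically at 0 and 10 min; buffer-only wells as negative control.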
Pol kappa inh: blocks human DNA polymerase kappa activity; purified Pol kappa, fluorescent DNA synthesis assay, 10 min; Potency, µM (titrated, usually from 107 µM), inactives show top-dose activity, negative = inhibition, actives largely listed as inhibitors; hit rate 0.53% among 400,000; AID 588579; note: % is set by controls: 0 for no effect and ±100 for the full control effect
Target sequence (Q9UBT6 whole entry, looked up): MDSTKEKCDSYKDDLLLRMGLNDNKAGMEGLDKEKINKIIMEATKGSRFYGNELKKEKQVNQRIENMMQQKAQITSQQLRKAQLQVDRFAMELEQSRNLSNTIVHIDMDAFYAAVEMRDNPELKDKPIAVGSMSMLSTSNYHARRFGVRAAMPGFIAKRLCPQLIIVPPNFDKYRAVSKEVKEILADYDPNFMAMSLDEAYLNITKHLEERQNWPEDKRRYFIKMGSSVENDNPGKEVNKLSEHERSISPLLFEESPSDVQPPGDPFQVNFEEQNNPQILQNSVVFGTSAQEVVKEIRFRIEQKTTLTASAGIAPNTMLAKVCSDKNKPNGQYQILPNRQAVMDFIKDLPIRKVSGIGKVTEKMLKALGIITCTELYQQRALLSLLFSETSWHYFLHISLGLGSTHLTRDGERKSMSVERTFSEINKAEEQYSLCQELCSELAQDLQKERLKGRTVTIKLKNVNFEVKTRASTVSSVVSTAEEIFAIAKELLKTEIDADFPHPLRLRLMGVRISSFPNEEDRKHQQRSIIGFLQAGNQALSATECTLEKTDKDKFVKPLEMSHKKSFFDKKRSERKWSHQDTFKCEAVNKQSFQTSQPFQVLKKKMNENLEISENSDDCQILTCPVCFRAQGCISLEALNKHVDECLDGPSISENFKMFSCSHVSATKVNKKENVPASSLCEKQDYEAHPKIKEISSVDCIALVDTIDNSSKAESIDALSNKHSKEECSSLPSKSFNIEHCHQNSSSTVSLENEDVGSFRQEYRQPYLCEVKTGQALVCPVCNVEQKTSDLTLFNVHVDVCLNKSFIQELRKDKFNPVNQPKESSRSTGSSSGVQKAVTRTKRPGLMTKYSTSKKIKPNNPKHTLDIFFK
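Enzyme at 10 nM met test compounds for 15 min at room temperature. Substrate addition (50 nM final) began the reaction, which was monitored by fluorescence at 0 and 10 min.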
The depositor's hits bear a star; ? = inconclusive; [ ] = dose if it differs, or a comment. Calls come from the whole dose curve; as a rule, active = well fitted inhibition curve with a large enough effect; inconclusive = small, poorly fitted or top-dose-only effect, or another doubt; inactive = no such curve, though single readings can be large or run the other way. Potency is the fitted concentration of half-maximal effect. These rows are one share of the data (hit frequency here may not be typical).

item	molecule	Pol kappa inh	POLI inh	POLH inh
1	O=C1OC(c2ccccc2)(c2ccc(O)cc2)c2ccccc21 (stereo unspecified)	-13.1%	14.7%	-14.0%
2	O=C(Cc1cccc(NC(=O)C2CCCN(C(=O)c3ccccc3)C2)c1)Nc1ccc(C(=O)N2CCCCC2)cc1 (stereo unspecified)	-7.5%	-10.6%	-1.0%
3	Cc1ccc(S(=O)(=O)NN=Cc2cc(Cl)ccc2O)cc1	-16.6%	-5.6%	-1.6%
4	O=C(c1cccc(C(F)(F)F)c1)N1CCC(=O)N(C(CO)Cc2ccccc2)CC1 (stereo unspecified)	1.1%	27.4%	-24.0%
5	CC(=O)Nc1cc2oc3ccccc3c2cc1[N+](=O)[O-]	-10.0%	39.7%[activator]	-8.6%
6	COc1ccc(S(=O)(=O)N2CCCCC2)cc1NC(=O)Cn1c(=O)cnc2ccccc21	-3.0%	4.9%	7.7%
7	Cc1cc(NC(=O)CSCC(=O)Nc2cc(C(F)(F)F)ccc2N2CCCCC2)no1	-1.9%	9.5%	-11.7%
8	Cc1ccc(Cn2c(C3CCCN3c3nc(C)cs3)nc3cc(C(=O)NCCCO)ccc32)cc1 (stereo unspecified)	6.8%	10.4%	-5.7%
9	CC(C)C[C@H]1CNC(=S)N1CC1CCCN1C[C@H](CC(C)C)N1C[C@H](Cc2ccc(O)cc2)N(CC2CCCCCC2)C1=S (stereo partly specified)	-16.2%	5.9%	-17.9%
10	COc1ccc(C(=O)c2ccccc2CN2C(=O)c3ccccc3C2=O)cc1	-1.8%	14.3%	-7.9%
11	O=c1[nH]c2cnn(-c3ccccc3)c2c(=O)n1O	2.3%	6.2%	?
12	Cc1c(Cl)cccc1Nc1n[nH]c(=S)s1	-0.4%	-24.8%	-11.5%
13	OCCN(Cc1cccnc1)Cc1ccccn1	-3.7%	1.3%	-19.2%
14	O=S(=O)(O)c1ccc(SCc2ccccc2)nc1	-18.0%	-21.4%[58.9 µM]	-16.7%
15	Cc1ccc(CNC(=O)c2ccc3c(c2)S(=O)(=O)c2ccccc2C3=O)o1	2.7%	6.1%	-10.2%
16	CCOC1=NC(=C(c2ccccc2)c2ccccc2)OC1=O	-7.8%	-18.1%	-8.1%
17	CCCCn1c(N)c(N(C(=O)CSc2nncn2-c2ccccc2)C2CCCC2)c(=O)[nH]c1=O	-4.9%	23.8%	-15.8%
18	CC(=O)c1cn(C2OC(CO)C3OC(C)(C)OC32)c(=O)n(C)c1=O (stereo unspecified)	-11.8%	15.5%	-1.1%
19	O=C(NCc1nc2ccccc2[nH]1)C1=C[C@@H](c2ccc(C(F)(F)F)cc2)C[C@@H](OCc2ccc(CO)cc2)O1	-12.7%	?	-8.6%
20	CCCCCC1C(C(=O)OCC)C(=O)NC1(C(=O)OCC)C(=O)OCC (stereo unspecified)	-14.5%	64.0%[activator]	-15.9%
21	CC1(c2nnc(-c3cccc(Cl)c3)o2)CC(c2ccccc2)=NO1 (stereo unspecified)	-2.3%	5.3%	-21.9%
22	CN(C#N)c1nc(N2CCOCC2)nc(N2CCOCC2)n1	-10.7%	54.5%[activator]	-14.7%
23	CC1(C)Cc2c(cnn2-c2ccc(F)cc2)C(NC(=O)c2cnccn2)C1 (stereo unspecified)	-8.6%	43.4%[activator]	-20.1%
24	C/C(=N\NC(=O)CN1CCN(c2ccc(F)cc2)CC1)c1ccco1	-14.8%	?	-12.8%
25	CC(C)(C)S(=O)(=O)N1C[C@@H]2CC/C=C\C/C=C\2[C@H]1CCO	3.8%	10.4%	-4.3%
26	O=c1c2ccccc2nc2n1CC/C2=C\N1CCN(c2ccc([N+](=O)[O-])cc2)CC1	-6.2%	-7.9%	-9.1%
27	OCC(O)C1OC(c2ccccc2)OC(CO)C1O (stereo unspecified)	18.2%	22.8%	-27.0%
28	CCOc1ccccc1N1CC(C(=O)Nc2cc(S(=O)(=O)N3CCOCC3)ccc2OC(C)C)CC1=O (stereo unspecified)	5.9%	31.1%[activator]	-14.6%
29	COc1cc(OC)c(OC)cc1CNC(=O)c1cc(S(=O)(=O)N(C)c2ccccc2OC)ccc1C	-2.9%	-2.5%	-6.9%
30	O=C(c1cccc(S(=O)(=O)N2CCCCCC2)c1)N1CCN(Cc2ccccc2)CC1	0.4%	6.9%	2.4%
31	O=C(O)c1ccccc1C(=O)OC1CCCC2CCCC21 (stereo unspecified)	-1.3%	-3.2%	-5.1%
32	CC1=C(C(=O)Nc2ccccc2)C(c2ccco2)NC(=O)N1 (stereo unspecified)	-0.4%	-5.3%	-12.5%
33	Cn1c(=O)c2[nH]c(Cc3ccsc3)nc2n(C)c1=O	-8.1%	39.9%[activator]	-13.1%
34	C=CCn1c(SCC(=O)N(CC)C2CCS(=O)(=O)C2)nc2scc(-c3ccccc3)c2c1=O (stereo unspecified)	-15.4%	-1.0%	-10.9%
35	CN(C(=O)c1cccc(NC(=O)Cc2ccc(NC(=O)C3CCN(S(=O)(=O)c4cccc([N+](=O)[O-])c4)CC3)cc2)c1)C1CC1	-0.3%	24.3%	-13.3%
36	N#Cc1c(N)[nH]c2ccc(Sc3ccccc3)cc12	-12.1%	4.6%	?
37	Cc1onc(-c2c(F)cccc2Cl)c1C(=O)OCC(=O)Nc1cccc(S(=O)(=O)N(C)C)c1	-6.6%	-4.9%	-26.3%
38	CC(=O)C1(O)CCC2C3CCC4CC(O)CCC4(C)C3C(=O)CC21C (stereo unspecified)	-15.1%	-1.1%	-10.9%
39	Cc1cccc(NS(=O)(=O)c2ccc(C)c(C(=O)NNC(=O)c3csc(N4CCOCC4)n3)c2)c1	-5.3%	9.2%	-12.1%
40	COC1(OC)C(/C=C/c2ccc(C)cc2)C(C#N)(C#N)C1(OC)OC (stereo unspecified)	-20.2%	-10.0%	-17.2%
41	O=[N+]([O-])c1ccccc1C=NN1CCCCCC1	-10.2%	39.8%[activator]	-12.8%
42	CC(=O)c1ccccc1NC(=O)CN1C(=O)NC2(CCCCCCC2)C1=O	1.5%	37.4%[activator]	-16.0%
43	COC(=O)c1ccc(CSc2nc(C(F)F)cc(C)c2C#N)o1	-8.3%	-8.7%[58.9 µM]	-13.5%
44	CCCCN(CCCC)CCCNC(=O)C1CC(c2cc(C(F)(F)F)cc(C(F)(F)F)c2)=NO1 (stereo unspecified)	-1.0%	6.7%	-19.1%
45	O=C1c2ccccc2C(=O)c2cc(N3CCCCC3)ccc21	-8.0%	32.7%[activator]	-4.0%
46	COc1ccc(NC(=O)Nc2cccc(OC)c2)cc1	-11.1%	?	-3.8%
47	COc1ccc(CC(=O)NCCCCc2ccccc2)cc1OC	-1.9%	159.3%[activator]	-24.2%
48	COc1ccc(NS(=O)(=O)c2cc(NS(=O)(=O)c3cc(C(=O)O)ccc3OC)ccc2C)cc1	0.5%	-7.5%	-8.9%
49	Cc1ccccc1C(=O)Nc1scc(-c2ccc(Br)cc2)c1C(=O)O	-5.9%	-17.1%[58.9 µM]	-18.6%
50	COc1ccc(NC(=O)C(c2ccccc2)c2ccccc2)c(OC)c1	-11.2%	-18.9%[58.9 µM]	-10.4%
51	Cc1cc(=O)oc2c(CN3CCCCC3)c(O)ccc12	1.0%	15.9%	-4.6%
52	CC1CN(C=O)CC(C)N1CCN1C(C)CN(C=O)CC1C (stereo unspecified)	-13.0%	3.0%	-12.9%
53	COC(=O)C1=C(C)N(CCCC(=O)O)C(=O)NC1c1ccc(C#N)cc1 (stereo unspecified)	-13.8%	14.1µM*	5.2%
54	O=C(c1ccc(Br)o1)N1CCN(C23CC4CC(CC(C4)C2)C3)CC1	-0.9%	-7.7%	-9.2%
55	Cc1cccc(NC(=O)c2cccc(NC(=O)c3ccco3)c2)c1C	3.2%	25.5%	-15.3%
56	CN(CCc1ccccc1)C(=O)c1cccc(NC(=O)Cc2cccc(NC(=O)C3CCN(C(=O)C4CCC4)CC3)c2)c1	-6.6%	-17.2%	-7.1%
57	CCCCc1nc(Cl)c(CO)n1Cc1ccc(-c2ccccc2-c2nnn[nH]2)cc1	-6.2%	7.2%	-20.6%
58	COc1ccc(OC)c(S(=O)(=O)Oc2ccc(N)c3ccccc23)c1	-0.2%	64.2%[activator]	-20.1%
59	CCC1(CCC(C)C)SC(N)=NC1=O (stereo unspecified)	0.6%	91.2%[activator]	-15.6%
60	NC(=O)c1nnsc1-c1ccco1	3.1%	54.0%[activator]	-5.2%

Continued.
item	molecule	Pol kappa inh	POLI inh	POLH inh
61	COc1ccc(-c2ccc3oc(-c4ccc(OC)cc4)c(-c4ccc(OC)cc4)c3c2)cc1	4.6%	16.2%	-3.4%
62	Nc1ncnc2c(C3OC(CO)C(O)C3O)scc12 (stereo unspecified)	-22.5%	21.0%	-13.1%
63	COc1ccc(NC(=S)NNC(=O)c2ccco2)c(OC)c1	-11.5%	2.6%	5.9%
64	N#CC(=C(c1ccccc1)c1ccccc1)c1ccccc1	-10.4%	12.7%	?
65	O=S1(=O)c2ccc(Br)cc2N2CCC[C@@H]2CN1Cc1ccc(Cl)cc1	-3.9%	14.2%	-18.0%
66	O=C1OC(CCl)CN1Cc1c(Cl)cccc1Cl (stereo unspecified)	-2.1%	28.1%	-24.9%
67	O=S(=O)(CCN1CCCCC1)CCS(=O)(=O)CCN1CCCCC1	13.0%	9.7%	?
68	Cc1ccc(-c2cc(C(=O)Nc3ccccc3C(N)=O)c3ccccc3n2)o1	-20.3%	?	50.1µM*
69	O=C(c1cccs1)c1c[nH]cc1-c1ccccc1	-1.3%	45.6%[activator]	-12.1%
70	O=C(c1ccco1)N1CCN(C(c2coc3ccc(Cl)cc3c2=O)c2nnnn2C2CCCC2)CC1 (stereo unspecified)	-8.1%	-11.5%	-23.5%
71	CC(C)c1nc2oc3c(NCc4ccccn4)ncnc3c2c2c1COC(C)(C)C2	-4.6%	25.7%	-13.7%
72	COc1cc(OC)c(C(=O)Nc2cc(S(=O)(=O)N3CCOCC3)ccc2N2CCN(C)CC2)cc1OC	9.4%	-22.1%	-17.0%
73	CC1(c2ccc3ccccc3c2)CCC(=O)O1 (stereo unspecified)	-14.2%	20.6%	-11.8%
74	C=C1CCN([C@@H](Cc2ccccc2)C(=O)NCc2ccc(Cl)c(Cl)c2)S(=O)(=O)c2ccccc21	8.8%	29.5%	-11.4%
75	Cc1cc(C)c(OCCOCCN2CCCC2)c(C)c1	-4.3%	9.7%	3.5%
76	NC(=S)NC(c1ccccc1)c1ccncc1 (stereo unspecified)	-20.1%	28.5%	-14.9%
77	O=C1C2CCCCN2C(=O)N1CCCCN1CCN(c2cccc(C(F)(F)F)c2)CC1 (stereo unspecified)	-16.8%	-1.9%	0.1%
78	C(=NOCc1ccccc1)c1cccnc1	-7.9%	84.4%[activator]	-5.1%
79	CN(C(=O)c1ccc(NC(=O)Cc2ccc(NC(=O)C3CCN(S(=O)(=O)c4cccc([N+](=O)[O-])c4)CC3)cc2)cc1)C1CCCC1	-11.7%	?	-11.8%
80	O=C(O)c1ccccc1NS(=O)(=O)c1ccc(N/N=C/c2cccc(O)c2O)c([N+](=O)[O-])c1	28.2µM*	10µM*	3.16µM*
81	Cc1cccc(C(=O)NC(=S)NC(C)c2ccccc2)c1 (stereo unspecified)	-5.6%	-15.6%	-13.2%
82	Clc1ccc(CNCC2CCCO2)c(Cl)c1 (stereo unspecified)	-0.2%	1.0%	8.8%
83	C=CC1=CCN(S(=O)C(C)(C)C)[C@H]1CCO (stereo partly specified)	7.9%	-8.3%	-12.7%
84	COCCn1nnnc1C(c1ccccc1OC)N1CCc2ccccc2C1 (stereo unspecified)	-12.2%	?	6.2%
85	NC(=O)N/N=C/c1sc(N2CCCCC2)nc1-c1cccs1	0.4%	?	-19.1%
86	O=C1NC(=O)C(c2ccccc2)(c2ccccn2)N1 (stereo unspecified)	-10.8%	12.0%	-3.7%
87	CCOc1ccc(NC(=O)CN(C)C(=O)c2cccc(S(=O)(=O)N3CCN(C)CC3)c2)cc1OCC	-11.6%	-1.2%	-15.0%

Three entries drawn at random from the list so far:
item	molecule	Pol kappa inh	POLI inh	POLH inh
74	C=C1CCN([C@@H](Cc2ccccc2)C(=O)NCc2ccc(Cl)c(Cl)c2)S(=O)(=O)c2ccccc21	8.8%	29.5%	-11.4%
73	CC1(c2ccc3ccccc3c2)CCC(=O)O1 (stereo unspecified)	-14.2%	20.6%	-11.8%
84	COCCn1nnnc1C(c1ccccc1OC)N1CCc2ccccc2C1 (stereo unspecified)	-12.2%	?	6.2%

Single records (already shown). Order of values: Pol kappa inh	POLI inh	POLH inh
Entry for Cc1cc(C)c(OCCOCCN2CCCC2)c(C)c1 : -4.3%	9.7%	3.5%
Entry for CC1(c2ccc3ccccc3c2)CCC(=O)O1 (stereo unspecified) : -14.2%	20.6%	-11.8%
Entry for O=C(O)c1ccccc1NS(=O)(=O)c1ccc(N/N=C/c2cccc(O)c2O)c([N+](=O)[O-])c1 : 28.2µM*	10µM*	3.16µM*
Entry for NC(=S)NC(c1ccccc1)c1ccncc1 (stereo unspecified) : -20.1%	28.5%	-14.9%
Entry for O=C1NC(=O)C(c2ccccc2)(c2ccccn2)N1 (stereo unspecified) : -10.8%	12.0%	-3.7%
